Screening data: PubChem BioAssay, several laboratories
SRC1 inh – human NCOA1 inhibition; Q15788; HEK293 GAL4-SRC1 luciferase reporter, luminescence; inhibition, % at 3.6 µM; hit rate 0.12% among 360,000; AID 588354;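 active = inhibition above the campaign mean plus 3 SD, with each screening campaign given its own cutoff, cut at about 60% in these data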;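 also: 0% = DMSO treated cells and 100% = gossypol at 36 µM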
MC4R barr agon – human MC4R agonism via beta-arrestin | AID 540308 | U2OS MC4R beta-arrestin complementation, luminescence; percent of melanotan II response, DMSO zero | activation, % at 8.9 µM | P32245 | hit rate 0.98% among 360,000;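 active = activation above a per-plate cutoff, the mean activation of sample wells on that plate plus 3 SD, cut at about 8% in these data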
Target sequence (P32245 whole entry, looked up): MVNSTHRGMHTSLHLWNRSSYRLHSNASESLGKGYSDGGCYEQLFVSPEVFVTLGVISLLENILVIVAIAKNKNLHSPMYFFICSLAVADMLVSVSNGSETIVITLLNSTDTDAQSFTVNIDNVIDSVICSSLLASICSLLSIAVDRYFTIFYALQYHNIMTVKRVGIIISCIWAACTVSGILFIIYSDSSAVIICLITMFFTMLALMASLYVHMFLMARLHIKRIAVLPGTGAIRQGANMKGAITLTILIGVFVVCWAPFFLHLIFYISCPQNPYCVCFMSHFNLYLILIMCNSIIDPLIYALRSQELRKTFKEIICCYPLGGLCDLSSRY
LMP1 NFkB inh – inhibitors of Epstein-Barr LMP1-induced NF-kappaB reporter. LMP1-induced NF-kappaB luciferase reporter cells, luminescence. inhibition, % at 12.5 µM. hit rate 0.69% among 350,000. AID 504558; in the data active = inhibition above about 41%;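 also: 0% = neutral control wells and 100% = reference inhibitor control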
MC4R antag cAMP – blocks human MC4R cAMP signaling | P32245 | MC4R-expressing cells, MTII-stimulated cAMP, LANCE TR-FRET | inhibition, % at 6.5 µM | hit rate 0.48% among 360,000 | AID 540295;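 active = inhibition above its plate's cutoff, the mean of tested wells on that plate plus 3 SD, cut at about 29% in these data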;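 also: 0% = Melanotan II alone and 100% = Melanotan II plus saturating MCL0020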
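Assay system: U2OS cells stably expressing human melanocortin 4 receptor (MC4R) / Dosing: 6.5 µM / Timing: compound 30 min, challenge 1 h, detection 1 h / Measured by: Eu-cAMP/anti-cAMP TR-FRET, emission 671 nm / Replicates: singlicate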
NCOA2 inhibitor – inhibits human steroid receptor coactivator 2; Q15596; inhibition, % at 9 µM; hit rate 0.17% among 370,000; AID 651957; HEK293 GAL4-SRC2 luciferase reporter, luminescence;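 active = inhibition above the mean inhibition of all tested compounds plus 3 SD, set per campaign, cut at about 52% in these data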;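 also: 0% = DMSO treated cells and 100% = cells given Gossypol at 36 µM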
SRC3 inh – inhibitors of human steroid receptor coactivator 3 (SRC3). HEK293 GAL4-SRC3 luciferase reporter, luminescence. inhibition, % at 3.6 µM. AID 588352. Q9Y6Q9. hit rate 0.17% among 360,000;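 active = inhibition above a per-campaign cutoff, the mean of all compounds plus 3 SD, cut at about 60% in these data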;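 also: 0% = DMSO-treated cells and 100% = gossypol-treated cells at 36 µM; higher means less SRC3-driven luciferase light from the GAL4 reporter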
COUP-TFII inh – NR2F2 (human) inhibition, primary screen; HEK293T NGFI-A luciferase reporter, luminescence; inhibition, % at 8.6 µM; hit rate 0.7% among 370,000; AID 686940;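 active = inhibition above a per-plate cutoff, mean inhibition of test wells between control levels plus 3 SD, cut at about 38% in these data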;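 also: cells cotransfected with COUP-TFII expression vector driving the NGFI-A reporter; 0% = median of COUP-TF2 test wells and 100% = reporter-only cells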
Target sequence (P24468 whole entry, looked up): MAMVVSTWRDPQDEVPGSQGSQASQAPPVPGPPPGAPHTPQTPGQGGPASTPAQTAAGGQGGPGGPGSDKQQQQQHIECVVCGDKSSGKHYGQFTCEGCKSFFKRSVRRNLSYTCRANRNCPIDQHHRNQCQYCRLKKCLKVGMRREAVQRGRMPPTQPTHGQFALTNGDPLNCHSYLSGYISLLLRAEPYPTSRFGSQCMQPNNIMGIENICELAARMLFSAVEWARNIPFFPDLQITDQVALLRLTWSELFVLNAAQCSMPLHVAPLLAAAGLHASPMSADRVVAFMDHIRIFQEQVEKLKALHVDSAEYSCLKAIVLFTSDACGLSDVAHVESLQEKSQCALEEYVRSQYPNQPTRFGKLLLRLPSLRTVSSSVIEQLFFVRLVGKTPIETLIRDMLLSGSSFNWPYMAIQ
NOD2 RIPK2 PPI – NOD2-RIPK2 protein interaction inhibition | O43353 | CHO BLA complementation NOD2-RIPK2, CCF4 ratio | inhibition, % at 4.98 µM | hit rate 0.38% among 360,000; in the data active = inhibition above about 21%;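 also: 0% = vehicle only and 100% = reference blocker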
LRH-1 inv ag – NR5A2 inverse agonism in reporter assay; O00482; HEK293T StAR-luciferase reporter, LRH-1 transfected, 24 h; inhibition, % at 3.6 µM; hit rate 0.13% among 360,000; AID 602396;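 active = inhibition above the mean inhibition of all tested compounds plus 3 SD, cut at about 73% in these data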;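 also: 0% = DMSO wells and 100% = reporter-only cells lacking LRH-1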
TLR9-MyD88 block – blocks human TLR9 binding to MyD88. Q9NR96+Q99836. CHO BLA complementation TLR9-MyD88, CCF4 FRET ratio. inhibition, % at 4.98 µM. hit rate 0.21% among 340,000;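 active = inhibition above the mean over all tested compounds plus 3 SD, cut at about 21% in these data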;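 also: 0% = DMSO only wells and 100% = clavulanate BLA inhibitor control wells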
ABHD5 PLIN5 PPI – blocks binding of human ABHD5 to perilipin-5. Split G. princeps luciferase complementation, luminescence, 4 h. inhibition, % at 4 µM. hit rate 0.78% among 360,000;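 active = inhibition above the mean inhibition across every tested compound plus 3 SD, cut at about 22% in these data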;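 also: 0% = DMSO only wells and the 100% control is not disclosed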
Starred values were filed as active, the others as inactive; · = no result given. Not all compounds are listed (hit frequency here may not be typical).

SRC1 inh	MC4R barr agon	LMP1 NFkB inh	MC4R antag cAMP	NCOA2 inhibitor	SRC3 inh	COUP-TFII inh	NOD2 RIPK2 PPI	LRH-1 inv ag	TLR9-MyD88 block	ABHD5 PLIN5 PPI	canonical_smiles
-17	-2.0	1	4	-3	10	-4	-5	-1	10	3	CCCC(=O)Nc1sc(C(=O)OC)c(C)c1C(N)=O
-4	-0.5	4	2	·	4	·	9	-16	7	-1	CCOC(=O)N1CCC(NC(=O)C2CCN(c3ccc(N4CCOCC4)nn3)CC2)CC1
0	-1.0	·	-3	-10	-6	-3	-3	-2	·	4	O=C(Nc1ccccc1)c1cc(C2CCCCN2C(=O)CCc2ccccc2)on1 (configuration not stated)
1	0.9	-14	4	4	-3	-2	-8	8	2	-3	CCCCCC(=O)Nc1nc(C)c(-c2csc(Nc3ccccc3OCC)n2)s1
-5	-1.1	2	6	1	-6	1	-7	6	-4	4	CSC1=N/C(=C\c2ccc(Br)o2)C(=O)S1
-13	-1.8	5	-7	4	-1	-9	-7	6	-7	-6	O=C(OCc1nnc(-c2ccccc2)o1)c1cc(=O)[nH]c2ccccc12
3	1.9	-9	11	0	-1	2	3	-8	-3	-2	CSC1CCCCC1(O)CSc1nc2ccccc2o1 (configuration not stated)
8	0.1	10	4	4	12	10	-8	-11	-3	2	OCC1(CCc2ccccc2)CCN(Cc2cnc(N3CCCC3)s2)CC1
-9	3.1	10	6	3	14	12	2	7	-5	5	O=C(CSc1nc(-c2ccco2)cc(C(F)(F)F)n1)N1CCN(c2ccc(Cl)cc2)CC1
-2	2.8	-1	9	-19	-13	1	2	3	-1	-2	Cc1cccc(OCC(=O)Nc2ccc3oc(=O)ccc3c2)c1C

Quoted from the listing:
NCOA2 inhibitor result of OCC1(CCc2ccccc2)CCN(Cc2cnc(N3CCCC3)s2)CC1 is entered as 4
LRH-1 inv ag result of O=C(Nc1ccccc1)c1cc(C2CCCCN2C(=O)CCc2ccccc2)on1 (configuration not stated) is entered as -2
NOD2 RIPK2 PPI result of CCCC(=O)Nc1sc(C(=O)OC)c(C)c1C(N)=O is entered as -5
LMP1 NFkB inh result of O=C(CSc1nc(-c2ccco2)cc(C(F)(F)F)n1)N1CCN(c2ccc(Cl)cc2)CC1 is entered as 10
MC4R barr agon result of CSC1CCCCC1(O)CSc1nc2ccccc2o1 (configuration not stated) is entered as 1.9

Other entries follow:
SRC1 inh	MC4R barr agon	LMP1 NFkB inh	MC4R antag cAMP	NCOA2 inhibitor	SRC3 inh	COUP-TFII inh	NOD2 RIPK2 PPI	LRH-1 inv ag	TLR9-MyD88 block	ABHD5 PLIN5 PPI	canonical_smiles
-118	-1.5	-1	-15	-71	-49	-48	1	-142	-4	-3	CCN(CC)c1ccc(NC(=O)c2ccccc2F)cc1
1	-1.3	-4	12	-14	-1	18	15	14	-3	3	O=C(CCCN=C1NS(=O)(=O)c2ccccc21)OCc1ccccc1
-7	-1.2	0	-1	-7	-12	-4	-6	-8	0	-5	Cc1ccc(SCC(=O)NCc2ccco2)cc1
4	-0.1	-5	4	-5	-13	9	-15	-6	8	5	N#Cc1c(-c2ccco2)c2c([nH]c1=S)CCCC2
-6	-0.4	6	-1	-32	10	-3	-13	10	1	7	CCC(=O)Nc1nc2ccccc2n1Cc1ccccc1Cl
-2	-0.3	-2	1	-32	1	6	0	20	7	4	CCn1c(CNc2ccc(OC)cc2)nnc1SCC(=O)c1ccc(OC)cc1
-22	-4.3	5	-3	-6	-22	-4	0	-3	-5	-2	CCOC(=O)c1ccc2[nH]c3c(c2c1)CCCC3O (configuration not stated)
-4	-0.2	6	-3	15	8	18	-10	10	10	13	C[C@H](CO)N1C[C@H](C)[C@@H](CN(C)C(=O)Nc2ccc(C(F)(F)F)cc2)Oc2ccc(NC(=O)Cn3cnnn3)cc2C1=O
4	-1.6	4	6	-12	-7	-12	4	-8	-4	2	CC1CCC(=NNC(=O)Cc2ccccc2)CC1 (configuration not stated)
-17	-2.2	·	4	-44	-23	20	-17	18	·	1	Cc1ccc(F)cc1C(=O)N1CCCC(c2cc(C(=O)Nc3ccccc3)no2)C1 (configuration not stated)

3 compounds out of the list above, ordered by their value in NOD2 RIPK2 PPI, highest first:
molecule	NOD2 RIPK2 PPI
CCN(CC)c1ccc(NC(=O)c2ccccc2F)cc1	1
Cc1ccc(SCC(=O)NCc2ccco2)cc1	-6
N#Cc1c(-c2ccco2)c2c([nH]c1=S)CCCC2	-15

Additional structures follow:
SRC1 inh	MC4R barr agon	LMP1 NFkB inh	MC4R antag cAMP	NCOA2 inhibitor	SRC3 inh	COUP-TFII inh	NOD2 RIPK2 PPI	LRH-1 inv ag	TLR9-MyD88 block	ABHD5 PLIN5 PPI	canonical_smiles
8	-0.9	-5	0	-8	7	-3	-1	-8	-7	-3	CCOCCCNC(=O)c1cc(=O)n(Cc2cccc(C)c2)c2ccccc12
1	-2.0	2	5	-24	8	10	4	15	3	1	COc1ccc(-n2nnnc2SCC(=O)Nc2cccc(NC(C)=O)c2)cc1OC
-12	-2.4	-4	10	-3	-8	-12	-2	-3	4	-8	O=C(NNC(=O)c1cc(-c2ccncc2)nc2ccccc12)Nc1ccc(F)cc1
-18	1.2	-2	12	1	11	-11	5	2	-10	-1	NS(=O)(=O)c1ccc(NC(=O)COC(=O)/C=C/c2ccc([N+](=O)[O-])cc2)cc1

3 entries picked at random from those above, as already listed:
SRC1 inh	MC4R barr agon	LMP1 NFkB inh	MC4R antag cAMP	NCOA2 inhibitor	SRC3 inh	COUP-TFII inh	NOD2 RIPK2 PPI	LRH-1 inv ag	TLR9-MyD88 block	ABHD5 PLIN5 PPI	canonical_smiles
-18	1.2	-2	12	1	11	-11	5	2	-10	-1	NS(=O)(=O)c1ccc(NC(=O)COC(=O)/C=C/c2ccc([N+](=O)[O-])cc2)cc1
-12	-2.4	-4	10	-3	-8	-12	-2	-3	4	-8	O=C(NNC(=O)c1cc(-c2ccncc2)nc2ccccc12)Nc1ccc(F)cc1
1	-2.0	2	5	-24	8	10	4	15	3	1	COc1ccc(-n2nnnc2SCC(=O)Nc2cccc(NC(C)=O)c2)cc1OC

2 entries from above, field by field.
Molecule: CCOCCCNC(=O)c1cc(=O)n(Cc2cccc(C)c2)c2ccccc12
  SRC1 inh: 8; MC4R barr agon: -0.9; LMP1 NFkB inh: -5; MC4R antag cAMP: 0; NCOA2 inhibitor: -8; SRC3 inh: 7; COUP-TFII inh: -3; NOD2 RIPK2 PPI: -1; LRH-1 inv ag: -8; TLR9-MyD88 block: -7; ABHD5 PLIN5 PPI: -3
Molecule: O=C(NNC(=O)c1cc(-c2ccncc2)nc2ccccc12)Nc1ccc(F)cc1
  SRC1 inh: -12; MC4R barr agon: -2.4; LMP1 NFkB inh: -4; MC4R antag cAMP: 10; NCOA2 inhibitor: -3; SRC3 inh: -8; COUP-TFII inh: -12; NOD2 RIPK2 PPI: -2; LRH-1 inv ag: -3; TLR9-MyD88 block: 4; ABHD5 PLIN5 PPI: -8
